RAD52 inh: blocks human RAD52 DNA annealing; recombinant RAD52 DNA annealing, FRET fluorescence; inhibition, % at 18.7 µM; 360,000 tested, 0.46% active; AID 651710;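 active means every replicate showing at least 50% inhibition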
Target sequence (P43351 whole entry, looked up): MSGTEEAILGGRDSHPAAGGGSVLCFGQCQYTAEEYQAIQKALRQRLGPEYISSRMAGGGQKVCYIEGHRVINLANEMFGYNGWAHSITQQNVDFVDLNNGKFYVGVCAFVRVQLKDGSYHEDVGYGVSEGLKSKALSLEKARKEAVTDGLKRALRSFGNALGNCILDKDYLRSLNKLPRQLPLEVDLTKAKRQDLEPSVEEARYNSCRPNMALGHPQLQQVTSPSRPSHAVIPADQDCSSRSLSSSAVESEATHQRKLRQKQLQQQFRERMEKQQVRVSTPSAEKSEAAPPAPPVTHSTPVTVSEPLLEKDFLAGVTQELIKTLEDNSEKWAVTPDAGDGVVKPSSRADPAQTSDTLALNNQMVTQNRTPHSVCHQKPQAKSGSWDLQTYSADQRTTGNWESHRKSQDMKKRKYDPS
RAD54 inh: RAD54 (human) branch migration inhibition. RAD54 Holliday junction branch migration, FAM/BHQ fluorescence. inhibition, % at 10.4 µM. 360,000 tested, 0.14% active. AID 602329;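 active means mean normalized replicate activity at least 40 and at least half of replicates scoring 40 or more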;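 further: 0% = median of neutral control wells and 100% = median of positive control wells; inhibitors cause a drop in the FAM fluorescence signal; in these data hits start at about 50%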
FN deposit inh: fibronectin deposition inhibition; AH1F fibroblasts, Alexa488-fibronectin deposition fluorescence, overnight; inhibition, % at 12.6 µM; 350,000 tested, 0.086% active; AID 743247;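 active means mean inhibition across replicates of 30% or more, regardless of how many single replicates reach that level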;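 further: positive control wells lacked labelled fibronectin entirely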
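Test system: AH1F fibroblast monolayer depositing Alexa488-labelled fibronectin into matrix. Input: 10000 cells per well. Technique: fluorescence, ex 485 nm, em 525 nm. Buffer or medium: DMEM plus 2% serum, read in PBS. Timing: 1 h cell adhesion before compound, then overnight fibronectin incubation. Compound: single dose, pinned. Read-out basis: inhibition from reduced deposited-fibronectin fluorescence.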
E-selectin induc: induces E-selectin expression in human endothelial cells; P16581; HUVEC E-selectin immunofluorescence imaging; normalized: neutral wells 0, TNF-alpha wells 100; activation, % at 7.58 µM; 260,000 tested, 0.37% active;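 active means mean E-selectin-positive cell signal at least 10% of the positive control, reached in at least 60% of replicates, without over 20% cell loss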;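 further: in these data hits start at about 27%; measured in HUVEC primary endothelial cells; signal is the percent of cells scored E-selectin positive by PE staining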
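Assay system: HUVEC, human umbilical vein endothelial cells / Amount: 3,000 HUVEC/well / Controls: TNF-alpha positive control, DMSO neutral control / Compound dosing: single concentration / Medium: EGM-2 over gelatin coat / Evaluation: percent E-selectin-positive cells / Signal: immunofluorescence imaging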
esBAF inh: SWI/SNF esBAF complex inhibition; mouse ES cells, Bmi1-luciferase knock-in reporter, 24 h; 100% = twice the neutral-well signal; reporter increase, % at 12.5 µM; 350,000 tested, 2% active; in the data active means activation above about 40%;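 further: 0% = median of the plate's neutral control wells and 100% = double that signal; a rise in the Bmi1 reporter signal indicates esBAF inhibition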
Xi reactivation: activators of X-chromosome reactivation in mouse fibroblasts; XiGFP mouse fibroblasts, % GFP-positive cells imaging, 3 d; cells co-treated with 5-aza-dC sensitizer; scaled so ellipticine positive control = 100%; activation, % at 7.58 µM; 360,000 tested, 0.055% active; AID 743238;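 active means mean normalized replicate activation at least 10% and every replicate at or above 10%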;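 further: 0% = median of on-plate neutral control wells and 100% = ellipticine 6 µM median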
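Assay system: SV40-immortalized XiGFP fibroblast cells, line 68-5-11; buffer or medium: DMEM plus 5-aza-dC sensitizer; compound: one concentration, pinned; timing: compounds 3 days, fix/stain 15 min at room temperature; benchmarks: positive control ellipticine, 6 µM final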
S100A4 MyoIIA: inhibitors of human S100A4 binding to myosin IIA peptide; S100A4/TAMRA-MyoIIA peptide fluorescence polarization; inhibition, % at 10.7 µM; 360,000 tested, 0.14% active;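 active means mean inhibition of at least 70% across replicates, with every replicate also reaching that level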
Target sequence (P26447 whole entry, looked up): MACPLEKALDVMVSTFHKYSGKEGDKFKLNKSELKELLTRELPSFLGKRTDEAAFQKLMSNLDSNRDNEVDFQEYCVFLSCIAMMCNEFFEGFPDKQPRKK
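Test system: S100A4 monomer protein; Medium: HEPES pH 7.2 with CaCl2, KCl, NaCl, DTT, Triton; Probe or stimulus: TAMRA-labelled myosin IIA heavy-chain peptide probe, 5 nM; Doses: one dose per compound; Times: polarization read 5 min after assay mix addition, stable 5–60 min; Benchmarks: neutral control DMSO, positive control TFP.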
EWS-Fli block: blocks EWS/Fli oncoprotein-driven transcription | A673 NR0B1-luciferase reporter, viability-normalised | inhibition, % at 12.6 µM | 350,000 tested, 0.67% active | AID 651661;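 active means mean inhibition of at least 50% after viability correction, with every replicate also passing that limit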;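 further: firefly luciferase signal divided by Alamar Blue viability fluorescence both relative to DMSO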
An asterisk follows results filed as active; · = not tested or not shown; & = joins results of further samples. Hits appear at their usual frequency; about 3% have a hit in one of these screens.

SMILES	RAD52 inh	RAD54 inh	FN deposit inh	E-selectin induc	esBAF inh	Xi reactivation	S100A4 MyoIIA	EWS-Fli block
C[C@H]1CN([C@@H](C)CO)C(=O)c2cccc(NC(=O)CCCCCC(=O)Nc3ccccc3N)c2O[C@@H]1CN(C)S(C)(=O)=O	5.7	·	·	·	·	-0.1	54.6	-2.1
COc1ccccc1CNCCS(=O)(=O)NN1CCOCC1	-1.1	6.6	-34.3	-0.4	-3.7	-0.1	-4.4	14.2
CCOc1ccc(NS(=O)(=O)c2ccc(C(=O)NCC3(N(C)C)CCCCC3)cc2)cc1	3.1	-2.9	4.4	0.1	-0.9	0.3	-0.3	6.5
CN1CCn2cnc(C(=O)N[C@@H](Cc3ccccc3)C(=O)OC(C)(C)C)c2C1=O	-2.3	3.0	3.2	-0.2	9.5	0.0	6.7	0.9
Cc1ccc(/C(O)=C2\C(=O)C(=O)N(C)C2c2ccc([N+](=O)[O-])cc2)cc1 (stereo not given)	-3.3	-3.9	-8.2	-0.1	2.1	0.1	-1.3	-23.2
C[C@@H]1CCCCO[C@H](CN(C)Cc2ccc(Cl)c(Cl)c2)[C@H](C)CN([C@@H](C)CO)C(=O)c2cc(NC(=O)Nc3ccc4c(c3)OCO4)ccc2O1	7.5	3.8	·	0.1	-4.7	-0.9	-5.3	0.9
CCOC(=O)C(C(C)=O)=C1SC2CS(=O)(=O)CC2S1 (stereo not given)	-9.8	2.8	·	·	-5.9	·	-2.1	-2.3
COc1ccc(-c2oc3ccccc3c2C(=O)OCc2ccccc2)cc1	-9.6	-3.6	-10.3	-0.1	27.2	0.0	-1.4	-50.1
N=C1c2ccccc2CN1NC(=O)c1cccc(S(=O)(=O)N2CCOCC2)c1	·	-1.8	0.3	·	-12.2	0.0	·	·
COc1ccc(CN2CC(=O)N3[C@H]4c5ccc(OC)cc5OC[C@@H]4[C@H](c4ccccc4)[C@]3(C)C2=O)cc1	-22.0	1.2	-2.3	-0.1	-0.1	0.7	-0.5	6.6
Cc1ccc(S(=O)(=O)N(C)C)cc1-n1c(SCC(=O)Nc2ccc(F)cc2)nc2ccccc2c1=O	-7.8	·	10.2	6.1	·	0.0	9.4	-10.1
CC(C)(C)c1ccc(OCCCC(=O)N2CCOCC2)cc1	20.4	·	1.7	0.0	66.4*	0.0	0.0	-16.7
COCOCCn1cc(CN2CCS(=O)(=O)N(Cc3ccc(-c4cccc(N(C)C)c4)cc3)C(CC(C)C)C2=O)nn1 (stereo not given)	-10.2	7.7	0.1	1.0	4.3	0.0	-0.8	-3.0
C#Cc1ccc([C@@H]2C=C(C(=O)N3CCOCC3)O[C@H](OCC)[C@H]2CCCO)cc1	-45.9	6.0	-2.1	0.0	-5.6	-0.1	-1.3	0.0
CC(C)CCN1CCC(CN2C(=O)C(=O)NC[C@@H]2CC(C)C)CC1	-11.4	-1.3	·	·	-4.5	-0.1	-4.2	0.3

Structural class, the compounds so far containing a halogen.
SMILES	RAD52 inh	RAD54 inh	FN deposit inh	E-selectin induc	esBAF inh	Xi reactivation	S100A4 MyoIIA	EWS-Fli block
C[C@@H]1CCCCO[C@H](CN(C)Cc2ccc(Cl)c(Cl)c2)[C@H](C)CN([C@@H](C)CO)C(=O)c2cc(NC(=O)Nc3ccc4c(c3)OCO4)ccc2O1	7.5	3.8	·	0.1	-4.7	-0.9	-5.3	0.9
Cc1ccc(S(=O)(=O)N(C)C)cc1-n1c(SCC(=O)Nc2ccc(F)cc2)nc2ccccc2c1=O	-7.8	·	10.2	6.1	·	0.0	9.4	-10.1

New compounds follow.
SMILES	RAD52 inh	RAD54 inh	FN deposit inh	E-selectin induc	esBAF inh	Xi reactivation	S100A4 MyoIIA	EWS-Fli block
COc1ccc(S(=O)(=O)Nc2cccc3c2O[C@H](CN(C)S(=O)(=O)c2cccs2)[C@@H](C)CN([C@@H](C)CO)C3=O)cc1	2.5	-3.2	·	-3.2	4.6	0.6	0.0	0.7
COCC(=O)N1CC2(C1)[C@@H](c1ccc(-c3cccc(C)c3)cc1)[C@@H](CO)N2C(=O)C1CC1	6.3	·	·	-0.1	·	0.1	-7.2	4.0
COc1ccccc1N1CCN(S(=O)(=O)c2ccccc2F)CC1	-10.3	-1.6	·	·	-5.4	·	-2.1	0.4
Cc1cccc(-c2noc(CN(C(=O)C(c3ccccc3)c3ccccc3)C(C)C)n2)c1	-42.8	-1.9	-5.6	0.3	-23.0	0.1	2.0	-0.1
COCCOC(=O)N1C(=O)[C@@]2(c3cc(C#CCCO)ccc31)[C@H](C(=O)N1CCN(c3ncccn3)CC1)[C@H]1C(=O)O[C@H](c3ccccc3)[C@H](c3ccccc3)N1[C@@H]2c1ccccc1OCCO	19.1	3.0	·	·	·	·	-0.6	-5.5
COc1ccc(N(C(=O)c2cccnc2)S(=O)(=O)c2cccs2)cc1	-1.0	5.8	-4.7	·	2.4	0.0	-13.3	-6.5
Cc1ccc(N2C(=O)N(CC(=O)Nc3cc(C)cc(C)c3)C(=O)C2C)cc1 (stereo not given)	-25.7	·	0.0	-1.0	·	0.0	-1.6	-2.6
COc1ccc(OCCOc2ccccc2[N+](=O)[O-])cc1	-12.2	·	4.0	·	·	0.0	0.7	-39.8
COc1ccccc1NS(=O)(=O)c1ccc(C(=O)NCc2ccco2)cc1	-20.1	7.4	3.4	0.0	-3.2	0.0	-4.0	3.0
CC(=O)OC(C)C[N+](C)(C)C (stereo not given)	0.0	7.0	-0.8&-3.4	1.0	-2.7	-0.3	-0.3&-6.3	-1.6
O=C1OC(CC(=O)N(Cc2nnc(-c3ccc(Cl)cc3)o2)C2CC2)c2ccccc21 (stereo not given)	-4.6	0.5	7.0	·	-2.4	0.1	-2.2	3.7
Cc1ccc(C(C)C)c(OCC(=O)N/N=C2\CC(=O)CC(C)(C)C2)c1	-10.9	-4.3	-7.0	·	-1.5	-0.1	-2.0	12.8
CN(c1ccccc1)S(=O)(=O)c1ccc(C(=O)NCc2cccnc2)cc1	9.3	7.6	0.1	-1.5	-8.2	0.2	-2.2	0.5
C/C=C/c1cnc2c(c1)C(=O)N([C@H](C)CO)C[C@H](C)[C@@H](CN(C)C(=O)C1CCOCC1)O2	0.7	-8.2	·	0.0	-0.8	-0.1	2.5	-8.5
C[C@@H]1CN([C@@H](C)CO)C(=O)c2cc(C3=CCCC3)cnc2O[C@@H]1CN(C)Cc1ccccc1	8.0	-6.6	-10.3	0.5	-7.9	-0.8	-7.3	10.6
COCC(=O)NNC(=S)Nc1cccc(C)c1C	-13.7	·	-8.7	4.8	·	0.1	2.4	3.0
COc1ccccc1N=Cc1c(C)[nH]n(-c2ccc(C)cc2C)c1=O	-3.8	·	-8.6	·	-10.5	0.0	-1.4	13.7
CCCN(C)C[C@H]1Oc2ncc(C#CCOC)cc2C(=O)N([C@H](C)CO)C[C@H]1C	-5.1	6.3	-2.6	-0.5	-3.0	-1.0	-0.5	-9.2
COc1ccc(C2=NOC(C(=O)NCc3ccc(F)cc3)C2)cc1OC (stereo not given)	-24.9	4.4	·	·	-8.3	·	-5.0	48.2
O=[N+]([O-])c1ccc(CSc2nc3ncc(Br)cc3[nH]2)cc1	4.6	1.0	-2.6	·	·	0.0	3.6	4.5
C[C@H]1CN([C@@H](C)CO)C(=O)c2cc(NC(=O)CCC(F)(F)F)ccc2O[C@@H]1CN(C)Cc1ccc(C(=O)Nc2ccccc2N)cc1	-17.3	·	·	0.6	·	0.0	4.9	·
COc1cccc(N2C(=O)CC(NNc3nc4ccccc4s3)C2=O)c1 (stereo not given)	-23.5	0.6	-6.6	0.6	·	0.0	-3.8	0.4
Cc1cc(C)c(NC(=O)CSCc2nc3sc(C)c(C)c3c(=O)[nH]2)c(Cl)c1	-200.0	-5.4	-8.3	8.0	3.0	0.1	11.8	-4.5
O=C(NC1CCC1)[C@@H]1[C@@H](CO)[C@@H]2Cn3c(ccc(-c4ccncc4)c3=O)[C@@H]2N1CC1CC1	-11.0	-5.6	·	-0.4	-2.5	0.0	54.8	-1.8
Nc1nc(SCC(=O)Nc2ccc3c(c2)CCC3)n[nH]1	-3.3	·	3.4	0.7	·	1.3	2.4	4.3
C[C@@H]1CN([C@@H](C)CO)C(=O)c2cc(C#CCN(C)C)cnc2O[C@@H]1CN(C)Cc1ccccn1	-10.0	12.5	-4.2	0.8	-9.3	-0.1	6.6	-9.4
COc1ccc(CCN2CC(C(=O)OCC(=O)N(C)CC(=O)Nc3ccccc3Cl)CC2=O)cc1OC (stereo not given)	0.4	8.0	0.4	-0.4	-3.8	0.0	-0.5	2.2
C[C@@H]1CCCCO[C@@H](CN(C)Cc2ccncc2)[C@H](C)CN([C@H](C)CO)C(=O)c2cc(NC(=O)CCCN(C)C)ccc2O1	·	·	·	0.2	-4.3	-1.1	·	-1.2
Cc1ccc(N2C(=O)CC(Sc3ccccc3C(=O)O)C2=O)cc1C (stereo not given)	-19.0	·	-17.0	·	-0.4	0.0	-1.3	-0.1
O=C(O)c1ccccc1C(=O)Nc1n[nH]c(=S)s1	-11.2	-7.3	·	·	1.4	·	-2.9	5.6
CC(=O)Nc1ccc(S(=O)(=O)NCC(=O)OCC(=O)N2CCCCCC2)cc1	20.7	3.7	-10.4	-0.4	-3.9	0.1	-2.9	2.7
CCc1ccc(NC(=O)c2[nH]c(C)c(C(C)=O)c2C)cc1	2.0	2.8	-0.6	·	32.2	·	0.9	-111.1
Cc1cccnc1C1=NOC(Cc2ccccc2)C(=O)N1C (stereo not given)	2.0	3.7	3.9	·	5.2	0.1	4.4	-0.8
COc1ccccc1-c1cc(C(=O)Nc2cccnc2Cl)no1	-3.9	-6.0	0.7	·	7.4	0.0	-3.4	-9.7
COc1ccc(NC(=O)N(C)C[C@@H]2OCCCC[C@@H](C)Oc3ccc(NC(=O)Cc4ccccc4)cc3C(=O)N([C@@H](C)CO)C[C@@H]2C)cc1	-4.2	2.9	·	-0.1	-5.7	-0.1	3.4	-2.4
COc1ccc(NC(=S)NC(=O)/C=C/c2ccco2)cc1	-20.2	·	-2.1	1.0	·	0.0	-13.6	-10.0
Clc1ccccc1NCSC1=NCCS1	-15.1	3.1	-1.3	-0.1	0.3	-0.1	-1.2	5.4
C[C@H](NC(=O)C[C@@H]1C[C@@H]2c3cc(NC(=O)CC4CC4)ccc3O[C@@H]2[C@@H](CO)O1)c1ccccc1	12.3	3.2	1.7	-0.3	5.2	0.0	8.3	-12.0
CCOC(=O)CC1C(=O)NCCN1S(=O)(=O)c1ccc(OC)cc1 (stereo not given)	-3.4	·	·	·	·	0.2	-14.0	8.6
CCN(CC)S(=O)(=O)c1ccc(C(=O)Nc2cc(S(=O)(=O)N3CCOCC3)ccc2N2CCN(C)CC2)cc1	-9.3	0.8	-2.5	0.4	1.7	-0.1	0.9	3.3
CC(C)NC(=O)N(C)C[C@H]1Oc2cc(C#CCN(C)C)ccc2S(=O)(=O)N([C@H](C)CO)C[C@@H]1C	-4.7	6.4	-24.6	-0.2	1.1	-1.0	15.6	-4.8

Assay outcomes as filed in PubChem BioAssay.
